EBV gp42 block = inhibitors of Epstein-Barr virus glycoprotein 42; Q1HVG2; Fluorescence polarization binding assay, mP read-out; inhibition, % (tested at 21.74 µM); hit rate 0.42% among 220,000; AID 1085; in the data active means inhibition above about 50%
Runt-SMMHC FRET = inhibitors of human RUNX1 Runt domain binding to CBFb-SMMHC; Cerulean-Runt/Venus-CBFb-SMMHC FRET ratio 530/480, 1 h; inhibition, % at 20 µM; Q01196+Q13951; hit rate 0.74% among 220,000;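 active means mean inhibition across duplicate retests at 20 µM reaching about 50%, limit read from the data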;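 further: 0% = DMSO wells and 100% = wells with excess untagged CBFb-SMMHC; inhibitors lower the FRET ratio by blocking Runt binding to CBFb-SMMHC; some results filed as inactive read as strong as hits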
Runt-CBFb FRET = blocks binding of human RUNX1 Runt domain to CBFb | Cerulean-Runt/Venus-CBFb FRET ratio 530/480, 1 h | inhibition, % at 20 µM | hit rate 0.46% among 220,000;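 active means inhibition over about 50% at 20 µM in the single-dose screen, limit read from the data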;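 further: 0% = DMSO wells and 100% = excess unlabeled CBFb competitor control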
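test system = Cerulean-Runt domain fusion protein, energy donor | probe or stimulus = Venus-CBFb binding partner, 100 nM | incubation = two 1 h room-temperature incubations shielded from light | detection = fluorescence energy transfer, 422 nm excitation, 530/480 nm emission | measure = loss of energy transfer signal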
Furin inh = human furin inhibition. inhibition, % at 30 µM. hit rate 0.061% among 220,000. purified furin, fluorogenic substrate cleavage. P09958; in the data active means inhibition above about 25%; further: inactives centre near -15
Target sequence (P09958 108-714 limits assumed): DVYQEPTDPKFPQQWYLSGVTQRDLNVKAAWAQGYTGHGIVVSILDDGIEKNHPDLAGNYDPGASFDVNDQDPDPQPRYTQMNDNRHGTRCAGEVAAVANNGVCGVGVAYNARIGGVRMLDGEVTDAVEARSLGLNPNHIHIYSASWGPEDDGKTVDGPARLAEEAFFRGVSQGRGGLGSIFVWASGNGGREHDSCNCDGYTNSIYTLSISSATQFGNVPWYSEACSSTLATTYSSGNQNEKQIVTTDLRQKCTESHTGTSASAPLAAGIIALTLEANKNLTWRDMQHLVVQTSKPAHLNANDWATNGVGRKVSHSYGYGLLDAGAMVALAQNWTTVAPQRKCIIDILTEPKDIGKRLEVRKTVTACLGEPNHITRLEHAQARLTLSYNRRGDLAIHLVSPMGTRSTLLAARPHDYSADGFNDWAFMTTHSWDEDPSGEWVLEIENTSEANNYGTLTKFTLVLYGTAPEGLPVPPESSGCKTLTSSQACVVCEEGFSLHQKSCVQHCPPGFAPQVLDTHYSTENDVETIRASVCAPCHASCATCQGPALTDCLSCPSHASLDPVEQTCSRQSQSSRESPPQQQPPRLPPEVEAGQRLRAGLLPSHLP
Tb hexokinase = blocks Trypanosoma brucei hexokinase 1 activity; recombinant TbHK1, G6PDH-coupled NADH A340; inhibition, % at 10 µM; hit rate 0.11% among 220,000; AID 1430;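 active means inhibition of 50% or more in the single-dose primary screen; inactive means inhibition below 50%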
p47phox inh = p47phox (human) inhibition. P14598. p47phox/p22phox peptide binding, fluorescence polarization, 2 h. inhibition, % at 24.7 µM. hit rate 0.53% among 220,000. AID 1274;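 active means inhibition above about 30%, limit read from the data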;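 further: 0% = p47phox with labelled peptide and 100% = labelled peptide alone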
p97 inhibitor = human p97 ATPase inhibition. recombinant p97 ATPase, Kinase-Glo ATP luminescence, 3 h. hit rate 0.42% among 220,000. P55072. inhibition, % at 8 µM; in the data active means inhibition above about 15%;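 further: 0% = DMSO vehicle and 100% = wells lacking enzyme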
RBBP9 inhibitor = blocks human serine hydrolase RBBP9; O75884; hit rate 0.2% among 220,000; AID 1515; recombinant RBBP9, FP-Rh probe fluorescence polarization; inhibition, % at 7.94 µM;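 active means inhibition above the campaign mean of all tested compounds plus 3 SD, cut at about 14% in these data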;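 further: plate controls were DMSO wells with RBBP9 for no effect and wells lacking RBBP9 protein for full effect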
Target sequence (O75884 whole entry, looked up): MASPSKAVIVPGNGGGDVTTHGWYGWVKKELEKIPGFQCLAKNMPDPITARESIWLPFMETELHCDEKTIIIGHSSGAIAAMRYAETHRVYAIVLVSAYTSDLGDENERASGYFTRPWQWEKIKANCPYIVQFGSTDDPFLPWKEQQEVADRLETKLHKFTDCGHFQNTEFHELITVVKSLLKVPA
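System: RBBP9 protein | Quantity: 2.5 µM RBBP9 dispensing solution, before mixing | Reagent: FP-Rh probe, 375 nM dispensing solution | Timing: Enzyme-compound preincubation 30 min, then probe labeling 45 min, 25 °C | Measured by: Fluorescence polarization | Read-out: % inhibition | Replication: One well per compound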
Calpain2 inh = inhibitors of pig calpain II; hit rate 0.37% among 220,000; inhibition, % at 16 µM; purified calpain II, fluorogenic peptide substrate, 30 min;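 active means inhibition above about 50%, limit read from the data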
* marks the source's active call; other numbers are inactive results; x = not tested or not shown; [ ] = remark or other dose.

SMILES	EBV gp42 block	Runt-SMMHC FRET	Runt-CBFb FRET	Furin inh	Tb hexokinase	p47phox inh	p97 inhibitor	RBBP9 inhibitor	Calpain2 inh
COc1ccc(N2CCN(CC(=O)NC(=O)NCc3ccco3)CC2)cc1	-12	2	1	-21	-5	-30	5	-2	-26
COc1ccc(/C=N/NC(=O)c2sc3nc(C)cc(C)c3c2N)cc1	-4	35	19	0	-9	-17	-4	-7	-53
Cc1cc(C)nc(N/N=C/c2ccccc2)n1	-12	2	x	-19	-23	-12	4	4	-27
Cc1ccc(SCC(=O)NC(=O)Nc2ccc3c(c2)OCCO3)c(C)c1	-14	-4	2	-12	-2	-11	4	2	-3
C#CC(CC)(CC)NC(=S)Nc1cccc(C(C)=O)c1	-1	3	-1	-21[20 µM]	-2	-3	-2	-9	11
COc1ccc(CCC(=O)Nc2cc(S(C)(=O)=O)ccc2Cl)cc1	1	4	0	-10	1	5	0	-4	33
Nc1ccccc1SCc1ccccc1Cl	-4	-1	3	-12	-9	-6	-3	-7	4
C=CCN1C(=O)/C(=C/c2ccccc2)S/C1=N/c1nccs1	-14	-34	-14	-5	26	-3	4	-5	-20
CN1C[C@@H]2C(c3ccc(Cl)nc3)C3(c4ccc(C#N)cc4)CC2(C3)[C@H]1c1ccccc1 (some centres undefined)	-26	3	1	-30	-1	-21	x	x	-3
C[C@]1(C(=O)O)Cc2oncc2C[C@@H]1C(=O)O	-17	5	-1	-19	4	-4	8	0	4

Compounds shown so far that contain an aryl methoxy group (3):
SMILES	EBV gp42 block	Runt-SMMHC FRET	Runt-CBFb FRET	Furin inh	Tb hexokinase	p47phox inh	p97 inhibitor	RBBP9 inhibitor	Calpain2 inh
COc1ccc(N2CCN(CC(=O)NC(=O)NCc3ccco3)CC2)cc1	-12	2	1	-21	-5	-30	5	-2	-26
COc1ccc(/C=N/NC(=O)c2sc3nc(C)cc(C)c3c2N)cc1	-4	35	19	0	-9	-17	-4	-7	-53
COc1ccc(CCC(=O)Nc2cc(S(C)(=O)=O)ccc2Cl)cc1	1	4	0	-10	1	5	0	-4	33

Part of the list above in order of SMILES length, descending.
SMILES	EBV gp42 block	Runt-SMMHC FRET	Runt-CBFb FRET	Furin inh	Tb hexokinase	p47phox inh	p97 inhibitor	RBBP9 inhibitor	Calpain2 inh
Cc1ccc(SCC(=O)NC(=O)Nc2ccc3c(c2)OCCO3)c(C)c1	-14	-4	2	-12	-2	-11	4	2	-3
C=CCN1C(=O)/C(=C/c2ccccc2)S/C1=N/c1nccs1	-14	-34	-14	-5	26	-3	4	-5	-20
C#CC(CC)(CC)NC(=S)Nc1cccc(C(C)=O)c1	-1	3	-1	-21[20 µM]	-2	-3	-2	-9	11
Cc1cc(C)nc(N/N=C/c2ccccc2)n1	-12	2	x	-19	-23	-12	4	4	-27

The listing continues:
SMILES	EBV gp42 block	Runt-SMMHC FRET	Runt-CBFb FRET	Furin inh	Tb hexokinase	p47phox inh	p97 inhibitor	RBBP9 inhibitor	Calpain2 inh
Cc1ccc(OCC(=O)N2CCN(S(C)(=O)=O)CC2)cc1	-10	-1	1	-20	-9	-5	6	1	-32
Cc1nc(C(=O)NC2CC2)sc1C1(C)CC(c2ccccc2)=NO1 (centres undefined)	-25	-4	2	-23	-6	0	x	x	19
COC(=O)C1=CN(CC2CCCO2)C=C(C(=O)OC)C1c1ccsc1 (centres undefined)	-7	134*	88*	-61	-12	-8	-1	-8	-444
C=CCOc1ccc2c(c1)c(S(=O)(=O)c1ccc(C)cc1)cn2COC	x	-5	-7	-5	-2	x	2	-5	x
COC(=O)C1CCN(C(=O)c2ccc(SC)cc2OC)CC1	-17	-1	-1	-14	6	-4	3	-3	-10
O=C1CNC(=S)N1CCCn1ccnc1	-7	1	0	-26	-3	x	-1	1	1
CCN(CC)c1ccc(CNCc2cccs2)cc1	-16	2	6	-20	0	-2	7	-10	15
O=C(Nc1nccs1)c1ccc(Cl)cc1[N+](=O)[O-]	1	-2	x	-13[20 µM]	-6	-8	3	-3	-25
Cc1cccc(N2CCN(Cc3nc(-c4cccc(Oc5ccccc5)c4)oc3C)CC2)n1	-15	x	x	-13	-11	-12	-7	-10	4
OC1C=CSc2nc3ccccc3n21 (centres undefined)	-6	1	-2	-12[20 µM]	3	13	-1	-3	-4
CCn1cc(C(=O)N2CCN(C(=O)c3ccco3)CC2)c2cc(OC)c(OC)cc2c1=O	-13	-1	0	-18[20 µM]	-6	-14	4	-4	14
N#Cc1nc(COc2ccc(Br)cc2)oc1NCCCn1ccnc1	-21	11	2	-5	-6	9	3	0	-6
COc1ccc(NS(=O)(=O)c2ccc(OC)c(OC)c2)cc1OC	-17	-3	3	-22	-1	-4	3	-8	-14
CO[C@@H]1O[C@@H]2COC(c3ccccc3)O[C@@H]2[C@@H](OC)[C@@H]1O (some centres undefined)	-8	-7	3	-18[20 µM]	12	5	5	-1	20
O=C(NCCc1ccccc1)c1cccnc1N1CCCCCC1	-4	-4	-1	-6[20 µM]	0	-18	-1	3	6
CC(C)CNC(=O)c1cccc(NC(=O)c2ccc(Cl)c([N+](=O)[O-])c2)c1	-10	-2	-1	-9	5	-8	1	-9	1
COC(CNC(=O)[C@H](CSCc1ccccc1)N1Cc2ccccc2C1=O)OC	-7	2	-1	-24	2	8	-2	-2	1
COc1ccc(CCN2C(=O)C(Oc3ccccc3C)C2c2ccc3c(c2)OCO3)cc1OC (centres undefined)	-5	-1	-7	-2[20 µM]	-2	-5	-4	-2	3
Cc1cccc(C)c1OCC(O)CNS(=O)(=O)c1ccccc1C(=O)N1CCOCC1 (centres undefined)	-11	2	-4	-30[20 µM]	5	-14	1	-1	3
Cc1nn(C(C)(C)C)c(OC(=O)c2cccs2)c1S(=O)(=O)c1ccccc1	14	-5	-1	-4[20 µM]	-2	3	-7	-1	-4
CCCc1nnc(-c2ccc(OC)cc2)o1	-11	-2	-1	-1	2	-3	-7	-14	13
CCn1nnnc1SCC(=O)NC1Cc2ccccc2C1	-15	-1	0	-25	-6	-1	0	-3	-24
O=C(CSc1nnc(-c2ccco2)n1Cc1ccccc1)NCc1ccccc1	-8	2	0	-20[20 µM]	-4	-7	-1	2	31
O=C(O)CC(Cn1cnnn1)c1ccccc1 (centres undefined)	-14	-10	-1	-7	-1	-13	-7	-6	13
COC(=O)C1(C(=O)OC)NOC2C(=O)N(N(C)c3ncc(C(F)(F)F)cc3Cl)C(=O)C21 (centres undefined)	-12	-1	1	-27	-6	-5	0	-7	-15
CC(C)Cn1c(SCc2nnc(-c3cccs3)o2)nc(O)cc1=O	9	1	-1	9	-4	-8	2	-4	-11
CC(C)(C)c1cnnn1-c1ccc([N+](=O)[O-])cc1	-11	2	2	-17	-7	-5	5	4	-12
O=C(NCCc1ccccc1)c1cnc2n(c1=O)CCS2	-6	3	-1	-29	2	0	5	-6	48
CCCC1(c2ccccc2)NC(=O)N(CC(=O)Nc2cc(S(=O)(=O)N3CCOCC3)ccc2Cl)C1=O (centres undefined)	9	2	-1	-27	3	-12	1	0	-5
Cc1cccc(N2CCN(CC(=O)Nc3ccccc3[N+](=O)[O-])CC2)c1C	-9	-1	-3	-19[20 µM]	0	-6	-1	0	-12

Two entries from above, set out differently.
Compound,EBV gp42 block,Runt-SMMHC FRET,Runt-CBFb FRET,Furin inh,Tb hexokinase,p47phox inh,p97 inhibitor,RBBP9 inhibitor,Calpain2 inh
CC(C)Cn1c(SCc2nnc(-c3cccs3)o2)nc(O)cc1=O,9,1,-1,9,-4,-8,2,-4,-11
CCCC1(c2ccccc2)NC(=O)N(CC(=O)Nc2cc(S(=O)(=O)N3CCOCC3)ccc2Cl)C1=O (centres undefined),9,2,-1,-27,3,-12,1,0,-5

The listing picks up with the three entries that preceded the break.
SMILES	EBV gp42 block	Runt-SMMHC FRET	Runt-CBFb FRET	Furin inh	Tb hexokinase	p47phox inh	p97 inhibitor	RBBP9 inhibitor	Calpain2 inh
O=C(NCCc1ccccc1)c1cnc2n(c1=O)CCS2	-6	3	-1	-29	2	0	5	-6	48
CCCC1(c2ccccc2)NC(=O)N(CC(=O)Nc2cc(S(=O)(=O)N3CCOCC3)ccc2Cl)C1=O (centres undefined)	9	2	-1	-27	3	-12	1	0	-5
Cc1cccc(N2CCN(CC(=O)Nc3ccccc3[N+](=O)[O-])CC2)c1C	-9	-1	-3	-19[20 µM]	0	-6	-1	0	-12
O=C(Nc1nnc(SCc2ccc(F)cc2)s1)c1cccnc1Cl	-3	2	0	-13	-9	-15	1	-8	-8
COc1cc(CC(=O)Nc2ccccc2N2CCCCC2)cc(OC)c1OC	-8	0	-4	-14	-5	-3	3	-3	-1
CC(C)[C@@H](C(=O)OCC(=O)Nc1ccc2c(c1)OCO2)N1C(=O)c2ccccc2C1=O	-1	-3	1	-11[20 µM]	4	-1	-4	-10	29
COc1ccc(OC)c(N(CC(=O)NCc2cccnc2)S(C)(=O)=O)c1	-16	0	4	-15[20 µM]	0	-2	2	6	6
Cc1ccccc1C(=O)NC(CC(C)C)C(=O)Nc1ccc(S(N)(=O)=O)cc1 (centres undefined)	-3	1	-2	-27	-2	3	-4	4	7
N#Cc1cc([N+](=O)[O-])ccc1NC(=O)COC(=O)C12CC3CC(CC(C3)C1)C2	-7	-5	-1	-22	0	5	2	0	54*
CCn1c(SCC(=O)Nc2ccc3c(c2)OCCO3)nnc1-c1ccco1	-17	3	2	-17[20 µM]	-6	-14	4	-5	-3
O=C(COC(=O)c1cccc(Cl)c1)NCCN1C(=O)CSC1=O	-3	4	0	0	0	1	-4	-3	11
Cc1ccc(NC(=O)C2CC(=O)N(Cc3ccco3)C2)cc1 (centres undefined)	-11	0	2	-16	-10	-3	6	-9	0
